Assay outcomes as filed in PubChem.
USP10 block: inhibitors of human USP10 deubiquitinase; purified USP10, Ub-rhodamine fluorescence, 60 min; Q14694; AID 1645856; inhibition, % at 20 µM; 47,000 tested, 1.1% active
USP8 inh: inhibitors of human USP8 deubiquitinase; P40818; purified USP8, Ub-rhodamine cleavage fluorescence, 30 min; inhibition, % at 20 µM; 47,000 tested, 4.2% active
USP17 block: inhibitors of human USP17 deubiquitinase; purified USP17, Ub-rhodamine cleavage fluorescence, 3 h; 47,000 tested, 6.5% active; inhibition, % at 50 µM
Target sequence (A8MUK1 whole entry, looked up): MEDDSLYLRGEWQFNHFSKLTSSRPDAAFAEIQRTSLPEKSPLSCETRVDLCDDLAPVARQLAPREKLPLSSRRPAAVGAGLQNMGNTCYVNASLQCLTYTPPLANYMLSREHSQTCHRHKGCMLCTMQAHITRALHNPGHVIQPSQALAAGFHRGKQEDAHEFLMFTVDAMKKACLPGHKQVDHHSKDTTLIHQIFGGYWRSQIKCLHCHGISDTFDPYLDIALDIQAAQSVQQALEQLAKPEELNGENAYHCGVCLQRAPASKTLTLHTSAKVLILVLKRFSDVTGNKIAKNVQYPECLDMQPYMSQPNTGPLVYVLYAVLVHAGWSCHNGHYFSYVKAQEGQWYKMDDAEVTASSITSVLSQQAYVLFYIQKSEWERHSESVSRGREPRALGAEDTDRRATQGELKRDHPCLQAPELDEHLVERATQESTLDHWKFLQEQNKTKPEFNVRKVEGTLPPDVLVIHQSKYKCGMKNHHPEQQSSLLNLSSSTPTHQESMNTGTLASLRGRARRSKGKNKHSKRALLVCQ
USP28 inh: human USP28 deubiquitinase inhibition | Q96RU2 | purified USP28, Ub-rhodamine cleavage fluorescence, 30 min | inhibition, % at 25 µM | 47,000 tested, 3% active
UCHL1 block: blocks human UCHL1 ubiquitin-rhodamine cleavage; purified UCHL1, Ub-rhodamine cleavage fluorescence; AID 1645859; 47,000 tested, 0.2% active; P09936; inhibition, % at 20 µM
USP7 block: blocks human USP7 ubiquitin-rhodamine cleavage; Q93009; purified USP7, Ub-rhodamine cleavage fluorescence; inhibition, % at 20 µM; 47,000 tested, 0.3% active; AID 1645854
OTUD3 inh: blocks human OTUD3 ubiquitin-rhodamine cleavage; purified OTUD3, Ub-rhodamine fluorescence, 2 h; inhibition, % at 25 µM; 47,000 tested, 0.7% active
USP30 inh: inhibitors of human USP30 deubiquitinase; purified USP30, Ub-rhodamine cleavage fluorescence; inhibition, % at 25 µM; 47,000 tested, 5.3% active; AID 1645860
Target sequence (Q70CQ3 whole entry, looked up): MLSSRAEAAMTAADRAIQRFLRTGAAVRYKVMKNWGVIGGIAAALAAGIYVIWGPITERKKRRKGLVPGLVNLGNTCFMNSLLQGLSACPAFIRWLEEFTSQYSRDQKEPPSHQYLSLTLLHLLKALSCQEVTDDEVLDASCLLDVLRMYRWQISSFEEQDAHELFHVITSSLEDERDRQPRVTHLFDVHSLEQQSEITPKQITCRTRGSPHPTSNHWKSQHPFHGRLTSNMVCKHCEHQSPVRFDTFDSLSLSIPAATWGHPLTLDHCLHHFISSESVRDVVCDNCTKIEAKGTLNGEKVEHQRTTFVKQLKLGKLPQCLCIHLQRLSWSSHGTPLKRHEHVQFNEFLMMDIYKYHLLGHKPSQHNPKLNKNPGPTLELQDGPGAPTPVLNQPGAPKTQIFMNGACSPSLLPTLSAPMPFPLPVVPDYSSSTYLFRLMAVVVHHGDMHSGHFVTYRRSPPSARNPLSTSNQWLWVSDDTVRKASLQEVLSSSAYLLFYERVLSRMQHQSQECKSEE
* hit, by the source's call; i = inactive; x = not tested or not shown. Rule as the data show it: active = inhibition above about 30%; inactive = the rest.

Results follow in this order: USP10 block, USP8 inh, USP17 block, USP28 inh, UCHL1 block, USP7 block, OTUD3 inh, USP30 inh
O=C(COc1ccc(-c2cnc3ccccc3n2)cc1)NC1CC1
    4, 2, -4, -3, 2, 0, 3, 9
Cc1ccc(-c2c(C(=O)N3CCC4(CC3)OCCO4)nc3ccccn23)cc1
    1, 1, 28, 4, 3, 2, 6, 18
CCCC(=O)NCc1ccc(-c2nc(C3CC3)ncc2-c2ccccn2)cc1
    -4, -1, -1, -2, 0, -2, 0, -7
O=C(O)c1ccc(C(=O)Nc2ccc(SCC(=O)N3CCc4ccccc43)cc2)c(C(=O)O)c1
    9, -68, 22, 11, 4, 11, 8, 17
O=C(CN1C(=O)CC(c2ccc(F)cc2)=Nc2ccccc21)Nc1ccccc1
    15, 6, 38*, 27, 9, 4, 10, 21
CCN1C[C@@]23CN(C(=O)Nc4ccc(F)cc4)C[C@@H](C[C@@H]2S1(=O)=O)O3
    0, -5, -1, 5, 1, 2, 4, 14
CC(=O)N1CCCC(c2nc(N3CCOCC3)ncc2-c2cccnc2)C1 (stereo not drawn)
    -1, 8, 23, 24, 2, 8, 18, 37*
Cc1ccccc1CNC(=O)CCc1c(C)nn(-c2cc(N3CCCC3)ncn2)c1C
    -2, -11, -6, -11, -2, -2, -3, -34
S=c1nc(Cc2ccccc2)[nH][nH]1
    -1, 2, -22, -11, 0, 2, -6, -3
Cc1ccccc1NC(=O)N1CCCN(c2ccc(C#N)cn2)CC1
    2, -1, 1, 11, 0, -5, 7, 21
CC(=O)c1ccc(N(C(C)C(=O)N2CCCCC2)S(=O)(=O)c2ccc(C)cc2)cc1 (stereo not drawn)
    1, 16, 10, 7, 0, 1, 1, -2
CN(C)c1ccc(NC(=O)CSc2nnc(-c3ccc(S(=O)(=O)N4CCOCC4)cc3)n2C)cc1
    3, -17, 1, 7, -4, 0, -11, 45*
Cc1nc(C)c(C(=O)N2CCCC2c2nc(C(C)C)cc(=O)[nH]2)s1 (stereo not drawn)
    0, 16, 14, 8, 2, 4, 7, 26
CCCN1Cc2cccc(C(=O)NCc3ccccc3OC)c2C1=O
    1, -13, -12, 23, -1, -55, -2, -25
Cn1c(=O)n(CC(=O)Nc2ccc(F)c(Cl)c2)c(=O)c2ccccc21
    12, 16, 2, 0, 0, 6, 6, 5
Cc1cc(C)cc(NC(=O)CCS(=O)(=O)c2ccc3c(c2)CC(=O)N3C)c1
    1, 10, 3, 8, 3, 8, 8, -10
O=S(=O)(c1ccccc1F)N1CCC(Nc2cccnc2)C1 (stereo not drawn)
    -11, 3, -118, -180, -4, -17, -165, i
CCCC(C)c1nnc(NC(=O)CS(=O)(=O)Cc2ccccc2)s1 (stereo not drawn)
    2, -74, 7, 4, 0, 2, -1, -3
O=C(Nc1cnc(N2CCCCC2)nc1)c1cc(F)ccc1F
    -4, -18, -1, 5, 1, -58, -3, -47
CC1(C2CCN(C(=O)CN3CCOCC3)CC2)CCCCN(CCc2ccccc2)C1=O (stereo not drawn)
    0, -1, -1, -1, -1, -1, 0, 6
CC(C1CC1)N(Cc1ccccc1)C(=O)CCC(=O)O (stereo not drawn)
    1, -1, 1, -3, 0, 2, 0, -4
COCCN1CC2(CCN(C(=O)Cc3ccccc3)CC2)C2(CCNC2=O)C1 (stereo not drawn)
    1, -90, -8, 4, -3, 1, 10, 2
c1ccc(CSc2ccc3nnc(-c4ccccn4)n3n2)cc1
    1, -8, 20, 34*, 3, 0, 11, 36*
CCN1C(=O)CCC12CCCN(C(=O)NCc1ccccc1)CC2 (stereo not drawn)
    -1, -1, -25, -1, 3, 2, 10, 0
Cc1ccn(-c2ccc(N3CCN(C(=O)c4ccc5ccccc5c4)CC3)nn2)n1
    -1, -4, 0, -1, 0, 3, -9, 1
CC1CCN(S(=O)(=O)c2nnc(NC(=O)C34CC5CC(CC(C5)C3)C4)s2)CC1
    14, -12, -3, -11, 3, 7, -6, -20
COc1cc2c(=O)n(CCC(=O)NCC3CCCO3)c(=O)n(CC(=O)Nc3cccc(Cl)c3)c2cc1OC (stereo not drawn)
    -4, -6, 13, 2, 0, -6, 4, 16
CN(Cc1ccccc1)S(=O)(=O)c1ccc(S(=O)(=O)N2CCN(C(=O)c3cccnc3)CC2)cc1
    2, 1, 23, 20, 0, 2, 2, 74*
O=C(CN1C(=O)COc2cc(Cl)ccc21)NC1CC1
    -2, -1, 2, -2, -3, -1, 1, 1
O=C(Nc1ccc(F)cc1)N1CCC(CN2CCOCC2)CC1
    3, 11, 1, 10, 4, 4, 13, 10
Cc1cc(C)cc(-n2ccn3c(CCC(=O)NCCC4=CCCCC4)nnc3c2=O)c1
    0, 3, 9, 6, 0, -3, 11, 6
CC(C)(C)NS(=O)(=O)c1cc(C(=O)OCC(=O)Nc2cc(Cl)ccc2Oc2ccccc2)ccc1Cl
    11, -20, -8, 4, 1, 8, -6, 4
CCOC(=O)c1cc(C(=O)OCC)c(=O)[nH]c1OCC
    0, 1, 7, 0, -4, 11, -2, -4
Cc1cc(=O)n(CC(=O)Nc2ccccc2F)c(N2CCCCC2)n1
    3, -10, 2, -7, 0, -13, -4, -12
N#Cc1cccc(S(=O)(=O)N2CC(C(=O)NC3CCCCC3)C3(CCOCC3)C2)c1 (stereo not drawn)
    2, 0, 1, 4, 2, x, 5, 22
N#Cc1cccc(NC(=O)CN2CCn3c(cnc3C(F)(F)F)C2=O)c1
    0, 24, 18, 10, 2, 3, 12, 10
Nc1ncc(CN2CCc3nc(-c4ccccn4)[nH]c(=O)c3C2)cn1
    -2, -283, -48, -22, -5, 1, 3, -5
O=C(Nc1ccccc1Sc1ncc(-c2ccc(Cl)cc2)cn1)c1ccco1
    5, 21, 52*, 14, 2, 1, 7, 24
Cc1ccc(C(CNC(=O)c2ccccc2)N2CCCCC2)o1 (stereo not drawn)
    -2, 19, 11, 5, 2, 6, 6, 8
O=C1COC2(CCN(Cc3ccco3)CC2)CN1c1cncnc1
    -3, -154, x, -40, -9, -12, -26, -155

Only USP8 inh and USP30 inh, for some of the entries so far:
SMILES	USP8 inh	USP30 inh
O=C(Nc1ccc(F)cc1)N1CCC(CN2CCOCC2)CC1	11	10
CCCC(C)c1nnc(NC(=O)CS(=O)(=O)Cc2ccccc2)s1 (stereo not drawn)	-74	-3

Later entries.
Results follow in this order: USP10 block, USP8 inh, USP17 block, USP28 inh, UCHL1 block, USP7 block, OTUD3 inh, USP30 inh
COc1ccc(-c2nc(C3CC3)nc3c2CCNCC3)cc1
    -1, 1, -14, -9, -1, -4, -4, 17
Cc1ccc(NC(=O)Nc2ccc(C)n(CC(=O)N3CCCCC3)c2=O)cc1
    0, -6, -20, -8, -1, -5, -8, -29
Cn1ccc2c(cc(C(=O)NCCC3=CCCCC3)n2C)c1=O
    -1, -4, 3, 55*, 0, -1, 15, 14
CCn1ccc(C(=O)N2CC[C@H]3[C@H]2CCCCC(=O)N3Cc2cccc(C(F)(F)F)c2)n1
    -1, -6, -6, -10, -3, -2, -7, 0
COc1ccccc1-c1cc2n(n1)CCN(C(=O)c1cccnc1)C2
    -1, 0, -9, -6, -1, 1, -1, -3
COCCn1c(=O)[nH]c2cc(C(=O)Nc3ccc(C(N)=O)cc3)ccc2c1=O
    10, 8, 20, 6, 7, 13, 5, 5
Cc1nccc(C(=O)N2CCCC(c3ncc(Cc4ccccc4Cl)o3)C2)n1 (stereo not drawn)
    -3, 15, 15, 19, -1, 0, 9, 4
Cc1cccc(CNC2=NCCNC23CCN(S(=O)(=O)c2ccccc2)CC3)c1
    -1, -12, -14, -17, -5, 0, -8, -9
CC(=O)Nc1ccc(OCC(O)CN2CCc3ccccc3C2)cc1 (stereo not drawn)
    -1, 13, 9, 7, 1, 5, 9, 26
COC(=O)c1cc2c(cc1NC(=O)NCc1noc3ccccc13)OCO2
    -4, 7, -9, -4, 0, -4, -1, -18
Cn1ccc(CN2CCN(Cc3cccc(F)c3)CC2)cc1=O
    -2, 9, -6, -2, -1, 0, -1, -26
Cn1cc(-c2ccncc2)cc1C(=O)N1CCC2(CC1)OCCO2
    1, 10, 9, 5, 6, 12, 6, 19
COc1ccc(-c2nc3ncccc3o2)cc1NC(=O)COc1ccccc1Cl
    4, -4, 0, -3, 0, 3, 1, -5
CC(Oc1ccccc1F)C(=O)NCCN1CCCCC1 (stereo not drawn)
    -6, -5, -21, -2, 0, 1, 1, -9
O=C(CCC(=O)N1CCCC1)Nc1ccc(F)cc1
    1, 2, -1, -1, 2, 2, 4, -16
CNC1C(O)COC(OC2C(N)CC(N)C(OC3OC(CO)C(O)C(O)C3N)C2O)C1O (stereo not drawn)
    0, 0, 7, 0, 2, 2, -3, 16
CCOC(=O)c1ccc(NC(=O)c2cnc(N3CCOCC3)nc2)cc1
    -10, -48, -97, -70, -6, -2, 30*, -243
COc1ccc(NC(=O)CN2C(=O)CSc3ncccc32)cc1
    -4, -6, x, -8, 0, 0, -5, -8
CCc1cc(=O)n(CC(=O)Nc2cccc(Cl)c2)c(N2CCOCC2)n1
    2, -15, -6, 2, 3, -1, -1, -8
O=C1NC2(CCN(Cc3cccc(Cl)c3)CC2)N=C1c1ccccc1
    0, -2, -16, -5, 5, -7, 1, -1

Compound profiles, as listed above:
Cn1ccc2c(cc(C(=O)NCCC3=CCCCC3)n2C)c1=O is entered as USP10 block: -1; USP8 inh: -4; USP17 block: 3; USP28 inh: 55*; UCHL1 block: 0; USP7 block: -1; OTUD3 inh: 15; USP30 inh: 14
CCOC(=O)c1ccc(NC(=O)c2cnc(N3CCOCC3)nc2)cc1 is entered as USP10 block: -10; USP8 inh: -48; USP17 block: -97; USP28 inh: -70; UCHL1 block: -6; USP7 block: -2; OTUD3 inh: 30*; USP30 inh: -243
Cc1ccc(NC(=O)Nc2ccc(C)n(CC(=O)N3CCCCC3)c2=O)cc1 is entered as USP10 block: 0; USP8 inh: -6; USP17 block: -20; USP28 inh: -8; UCHL1 block: -1; USP7 block: -5; OTUD3 inh: -8; USP30 inh: -29

(next part)
Results follow in this order: USP10 block, USP8 inh, USP17 block, USP28 inh, UCHL1 block, USP7 block, OTUD3 inh, USP30 inh
COc1cccc(NC(=O)C2C3C=CC4(O3)C2C(=O)N(CCc2ccc(Cl)cc2)C4C(=O)NC2CCCCC2)c1 (stereo not drawn)
    35*, 50*, 6, 13, 2, 7, 9, 7
Cn1c(C(=O)N(Cc2ccc3c(c2)OCO3)C2CCCCC2)cc(=O)n(C)c1=O
    0, -2, -9, -11, -1, -4, -1, -7
CCC1(c2ccccc2)NC(=O)N(CC(=O)NCc2ccc(F)cc2)C1=O (stereo not drawn)
    4, 1, 0, 2, 7, -1, 1, 2
Cc1cc(S(=O)(=O)N2CCCC2c2nnc3n2CCNCC3)ccc1F (stereo not drawn)
    1, -32, -3, -3, 0, 5, 1, -3
COCCn1cc(NC(=O)N2CCN(c3cccc(Cl)c3)CC2)c2ccccc21
    -3, 16, 1, 1, 0, -1, 3, -10
CCC(=O)N1CCN(c2nc3c(s2)CC(C(=O)Nc2ccc(F)cc2)CC3)CC1 (stereo not drawn)
    -2, 26, 4, 11, 2, -5, 6, -6
Cc1ccc2cc(CCNC(=O)COc3ccc(Cl)cc3)c(=O)[nH]c2c1
    0, 1, 37*, 1, 3, -7, 14, 13
Cc1ccc(-n2nc(C)c3c2NC(=O)CC3C(=O)c2cccs2)cc1C (stereo not drawn)
    2, -8, -5, 0, -1, -1, -5, 0
O=C(NCc1cccs1)c1cc(OCc2ccccc2)nc2ccccc12
    5, -20, -3, 1, -1, 0, 2, -1
COc1cc2c(cc1OC)C(c1ccccc1)N(Cc1nnc(C)o1)CC2 (stereo not drawn)
    -2, 16, 6, 0, 2, 0, 5, 1
CCOc1ccc2nc(SCc3cn4cc(Cl)ccc4n3)[nH]c2c1
    3, 23, 9, 41*, 6, 0, 2, 21
COc1ccc(OC)c(C2C=C(C(=O)O)NC(=O)N2)c1 (stereo not drawn)
    0, 7, 3, -4, -3, 0, -1, 0
Cc1ccc(NC(=O)Nc2cnn(-c3ncncc3N3CCOCC3)c2)cc1
    0, -37, -15, 1, 0, -1, -10, -2
Cc1cccc(S(=O)(=O)Nc2ccc(-c3nc4ccc(C)cc4s3)cc2)c1
    -6, -16, -1, -28, -4, -2, -14, -176
Cc1ccc(C(=O)COC(=O)C2CCCN2C(=O)C23CC4CC(CC(C4)C2)C3)cc1 (stereo not drawn)
    18, 0, -27, -15, 1, 4, 1, -96
COc1ccc(NC(=O)c2cccnc2Nc2ccc(OC)cc2)cc1
    2, -7, 2, -12, 2, 3, -14, -12
COc1ccc(CN2CCC3(CCCNC3=O)CC2)cc1OCc1ccccc1
    2, 15, 14, 14, 1, 4, 8, 20
O=C(Nc1ccccc1Cl)c1cc(-c2ccncc2)n[nH]1
    -2, -11, 74*, 79*, 0, 14, 13, 92*
COc1ccc(C2CCNc3ccccc3N2)cc1 (stereo not drawn)
    -5, 37*, -10, -29, -7, -5, -30, -151
Cc1ccc(NC(=O)CN2C(=O)C(O)(c3ccccc3)c3ccccc32)cc1 (stereo not drawn)
    4, 2, -3, 0, 3, 2, -8, -13
O=c1cc(CNc2ccc(Br)cc2)nc2sccn12
    0, -2, 1, 2, 3, 3, 2, -3
CN(C)c1cc(C(=O)NC2CCCC2)nc2ccnn12
    -2, 0, -12, -14, -6, -9, -8, -19

Outcome played no part in choosing rows; about 14% have a hit in one of these screens.
